High-throughput results: PubChem, The Scripps Research Institute Molecular Screening Center
EBNA-1 inh = blocks EBNA-1 binding to DNA; EBNA-1 DNA binding, fluorescence polarization; inhibition, % at 14.8 µM; 300,000 compounds, 0.34% hits; AID 1950; in the data active = inhibition above about 28%
ZTA DNA inh = blocks Epstein-Barr virus ZTA, an EBNA-1 counter-screen; P03206; ZTA-DNA binding, fluorescence polarization; inhibition, % at 11 µM; 320,000 compounds, 0.15% hits; in the data active = inhibition above about 33%
Target sequence (P03206 whole entry, looked up): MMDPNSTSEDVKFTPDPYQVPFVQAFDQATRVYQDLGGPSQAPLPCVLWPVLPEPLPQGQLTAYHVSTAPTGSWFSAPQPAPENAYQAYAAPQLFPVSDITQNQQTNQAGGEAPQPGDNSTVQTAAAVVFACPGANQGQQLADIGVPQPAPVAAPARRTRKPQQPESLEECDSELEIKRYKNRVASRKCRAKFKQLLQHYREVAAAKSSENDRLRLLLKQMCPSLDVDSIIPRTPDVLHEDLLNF
GSTO1 counter = counter-screen for RBBP9 inhibitors: inhibitors of human GSTO1. inhibition, % at 5.96 µM. recombinant GSTO1, activity-based probe fluorescence polarization. P78417. 300,000 compounds, 1.1% hits;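 active = inhibition above the campaign mean inhibition plus 3 SD, cut at about 35% in these data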;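 note: 0% = GSTO1-1 with DMSO and 100% = wells lacking GSTO1-1 enzyme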
PAFAH2 inh = PAFAH2 (human) inhibition | Q99487 | recombinant PAFAH2, FP-rhodamine activity probe, fluorescence polarization | inhibition, % at 3.39 µM | 340,000 compounds, 0.99% hits;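 active = inhibition above the mean over all tested compounds plus 3 SD, cut at about 30% in these data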;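 note: inhibitors block probe labeling of enzyme so polarization drops; 0% = enzyme with DMSO and 100% = wells lacking PAFAH2 protein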
PREPL inh = inhibitors of human prolyl oligopeptidase-like enzyme PREPL | recombinant PREPL, fluorescence polarization activity-based probe | inhibition, % at 5.96 µM | 320,000 compounds, 0.68% hits | AID 2751; in the data active = inhibition above about 43%;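 note: 0% = enzyme with DMSO and 100% = wells lacking enzyme; many of its hits are not listed in these tables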
Target sequence (Q4J6C6 whole entry, looked up): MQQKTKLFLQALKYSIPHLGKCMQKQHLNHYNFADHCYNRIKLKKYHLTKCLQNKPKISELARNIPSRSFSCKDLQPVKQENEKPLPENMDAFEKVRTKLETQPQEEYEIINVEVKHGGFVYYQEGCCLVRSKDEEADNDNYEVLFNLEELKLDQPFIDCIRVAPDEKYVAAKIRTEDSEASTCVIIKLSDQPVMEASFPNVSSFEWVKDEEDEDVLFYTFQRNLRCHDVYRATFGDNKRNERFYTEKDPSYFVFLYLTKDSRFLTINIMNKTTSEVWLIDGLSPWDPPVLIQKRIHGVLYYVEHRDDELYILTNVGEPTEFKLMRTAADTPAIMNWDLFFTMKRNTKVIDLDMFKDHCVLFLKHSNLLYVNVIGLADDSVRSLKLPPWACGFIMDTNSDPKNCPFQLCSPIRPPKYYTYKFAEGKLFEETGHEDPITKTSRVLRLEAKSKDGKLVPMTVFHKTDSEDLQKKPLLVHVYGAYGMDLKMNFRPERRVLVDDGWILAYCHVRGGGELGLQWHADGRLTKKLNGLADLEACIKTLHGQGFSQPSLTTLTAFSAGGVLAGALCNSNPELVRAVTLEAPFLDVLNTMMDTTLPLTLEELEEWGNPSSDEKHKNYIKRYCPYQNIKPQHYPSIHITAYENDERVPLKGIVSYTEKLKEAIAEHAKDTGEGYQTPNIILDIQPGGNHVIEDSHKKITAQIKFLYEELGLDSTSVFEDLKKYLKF
LYPLA1 counter = LYPLA1 (human) inhibition in PME1 counter-screen | 320,000 compounds, 0.16% hits | inhibition, % at 5.9 µM | AID 2174 | recombinant LYPLA1, FP-Rh probe fluorescence polarization;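 active = inhibition above the mean of all tested compounds plus 3 SD, set per campaign, cut at about 14% in these data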;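 note: inhibitors block serine hydrolase probe labeling of LYPLA1 so polarization falls; 0% = enzyme with DMSO and 100% = wells lacking LYPLA1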
PAD4 inh = blocks human protein arginine deiminase 4; Q9UM07; recombinant PAD4, RCA probe fluorescence polarization; inhibition, % at 6.36 µM; 330,000 compounds, 0.41% hits;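 active = percent inhibition above a cutoff equal to the mean of all tested compounds plus 3 SD, cut at about 15% in these data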;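 note: 0% = PAD4 with RCA probe and DMSO and 100% = probe without PAD4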
LYPLA2 counter = blocks human lysophospholipase 2, a PME1 counter-screen; inhibition, % at 5.9 µM; 320,000 compounds, 0.38% hits; recombinant LYPLA2, FP-Rh probe fluorescence polarization; AID 2177; O95372;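 active = inhibition above the screen-wide mean plus 3 SD, limit set per campaign, cut at about 26% in these data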;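 note: 0% = LYPLA2 with DMSO and 100% = wells lacking LYPLA2 enzyme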
PAFAH1B3 inh = blocks human PAF acetylhydrolase 1B catalytic subunit 3. 340,000 compounds, 0.28% hits. AID 492972. Q15102. recombinant PAFAH1B3, FP-rhodamine probe, fluorescence polarization. inhibition, % at 3.39 µM;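 active = inhibition above the screen-wide average of all tested compounds plus 3 SD, cut at about 25% in these data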;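 note: 0% = enzyme with DMSO only and 100% = wells lacking PAFAH1B3 protein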
The depositor's hits bear a star; . = no result given. Some of the compounds tested. The share of hits here may be higher or lower than overall.

nr	structure	EBNA-1 inh	ZTA DNA inh	GSTO1 counter	PAFAH2 inh	PREPL inh	LYPLA1 counter	PAD4 inh	LYPLA2 counter	PAFAH1B3 inh
1	COc1ccc(Cn2c(=O)[nH]c3cc(C(=O)Nc4ccc(N5CCN(C)CC5)cc4)ccc32)cc1	1	-10	0	-46	11	1	-12	-6	-1
2	CCOC(=O)N1CCC(NC(=O)CCC(=O)N2CCOc3ccc(Cl)cc32)CC1	0	-8	9	3	6	1	2	1	8
3	O=C(c1cc2nc(-c3ccco3)cc(C(F)(F)F)n2n1)N1CCN(c2ccc(F)cc2)CC1	-2	11	2	10	9	-1	6	13	10
4	Cc1ccc(NC(=S)NCC(C)C)cc1	0	-24	-4	-1	4	0	-1	-1	6
5	Cn1c(CNc2ccc(Cl)cc2)nnc1SCc1ccccc1	-6	3	2	-1	-11	0	-4	-1	-6
6	COc1c(C(CC(C)C)OC(C)=O)ccc2c1C(=O)OCc1cc(C)cc(O)c1O2 (stereo not drawn)	5	17	-1	-3	-5	1	-1	-1	6
7	CCc1sc(C(=O)NNC(=O)CNC(=O)c2ccccc2F)cc1C	.	9	.	0	11	2	-2	0	-1
8	COc1cc(/C=N/n2nnnc2N)ccc1OCC#N	4	11	-17	0	0	6	-6	5	8
9	COc1ccc(Cl)cc1C(=O)O/N=C(\N)c1ccc(Cl)cc1	11	14	0	3	-3	0	0	2	7
10	COc1ccc(CCNC(=O)C(=O)NCc2ccccc2C)cc1OC	-4	-8	1	5	4	1	1	3	5
11	COc1cc(C(=O)NCCC(=O)NCc2ccc3c(c2)OCO3)cc(OC)c1OC	12	6	3	-4	-1	1	6	4	-4
12	O=C1CC(Sc2nnc(-c3ccccc3O)o2)C(=O)N1c1ccccc1 (stereo not drawn)	6	5	11	0	7	-1	1	-2	11

Reprinted from the part before: two compounds; new compounds follow.
nr	structure	EBNA-1 inh	ZTA DNA inh	GSTO1 counter	PAFAH2 inh	PREPL inh	LYPLA1 counter	PAD4 inh	LYPLA2 counter	PAFAH1B3 inh
11	COc1cc(C(=O)NCCC(=O)NCc2ccc3c(c2)OCO3)cc(OC)c1OC	12	6	3	-4	-1	1	6	4	-4
12	O=C1CC(Sc2nnc(-c3ccccc3O)o2)C(=O)N1c1ccccc1 (stereo not drawn)	6	5	11	0	7	-1	1	-2	11
13	CC1Sc2ccc(S(=O)(=O)N3CCN(c4cccc(Cl)c4)CC3)cc2NC1=O (stereo not drawn)	-8	2	-4	-4	-53	-14	0	-10	-2
14	Cc1ccccc1NC(=O)C1C2CCCC1C2c1ccccc1 (stereo not drawn)	-11	4	-2	5	3	-1	-14	-2	0
15	CN(CC(=O)Nc1cccc(F)c1)C(=O)C1CC(=O)N(Cc2ccccc2)C1 (stereo not drawn)	2	7	1	-1	-1	4	5	5	0
16	O=C(NN1CCN(Cc2ccccc2Cl)CC1)c1ccc(Cl)cc1	19	11	-1	2	-3	5	-7	-6	0
17	COCCCNC(=O)Nc1ccc2c(c1)N(C)C(=O)CS2	8	8	-7	-6	6	-1	-1	3	-6
18	CC(=O)Nc1ccc(S(=O)(=O)NC2CC(=O)N(c3ccc(C)cc3)C2)cc1 (stereo not drawn)	5	4	10	4	-17	-4	2	-5	6
19	O=C(NCCc1c[nH]c2ccccc12)c1c(Cl)nc2sccn12	6	20	2	2	-5	2	-3	1	7
20	CC(Oc1ccccc1)C(=O)NNS(=O)(=O)c1ccc([N+](=O)[O-])cc1 (stereo not drawn)	0	-1	4	-1	4	-2	-10	-5	7
21	C#CCOCCOCCOCCNc1nc(N2CCOCC2)nc(N2CCN(C(=O)[C@H](Cc3cc4ccccc4[nH]3)n3cc([C@@H](N)C(C)CC)nn3)CC2)n1 (stereo partly drawn)	4	13	2	12	24	-4	2	0	4
22	CC(C)(C)NC(=O)C1Cc2ccccc2CN1C(=O)Nc1ccccc1Cl (stereo not drawn)	7	4	7	-2	3	2	1	2	2
23	CC(CC(=O)Nc1nnc(C(C)(C)C)s1)c1ccccc1 (stereo not drawn)	1	12	5	10	2	-4	2	-1	0
24	CN1CC=C2C(C#N)=C(N)C(C#N)(C#N)[C@H](c3ccoc3)[C@H]2C1	-2	-9	41*	28	34	14*	22*	14	20
25	CCOC(=O)N1CCC(=NNc2nc(C)cc(=O)[nH]2)CC1	12	-2	2	11	8	2	5	1	-1
26	CCCN1C2CCCC1CC(NC(=S)Nc1ccc(OC)cc1)C2 (stereo not drawn)	-11	-14	6	-5	16	-3	-5	-5	4
27	CC1=NNC(=O)C1Cc1ccc(F)cc1 (stereo not drawn)	-7	4	4	-1	5	3	-3	-3	7
28	C=CCc1cc(Cl)ccc1OCCN(C)C	2	-2	-3	-2	15	0	-4	3	5
29	Cc1ccc(CSc2nc(N)cc(N)n2)cc1	4	-1	10	-1	3	-1	-1	-1	9
30	Cc1noc(C)c1NC(=O)N(C)C[C@@H]1Oc2ccc(NC(=O)C3CCCCC3)cc2C(=O)N([C@@H](C)CO)C[C@H]1C	.	.	.	13	5	.	-1	.	1
31	Cc1cc(C)cc(NS(=O)(=O)c2cccs2)c1	0	1	2	0	-2	0	3	-5	14
32	Nc1cccc2c1C(=O)N(C(=O)c1cccc(S(=O)(=O)N3CCCCCC3)c1)C2=O	6	1	6	4	-3	2	3	4	-2
33	CCOC(=O)c1c(NC(=O)CC2SC(N)=NC2=O)sc2c1CCC(C)C2 (stereo not drawn)	12	-3	-3	2	2	-8	-3	-11	2
34	Cc1cccc(-c2nnc(SCCC(=O)N3CCOCC3)o2)c1	-14	-1	5	-1	-1	-4	-1	0	11
35	O=C(c1cccc(S(=O)(=O)N2CCN(c3ccccc3)CC2)c1)N1CCCC(C(F)(F)F)C1 (stereo not drawn)	2	-15	-4	4	-56	2	0	5	5
36	Cc1nc2ccccc2c2c1C(=O)N(C1CCCCCCC1)C2=O	-4	-21	-1	4	7	2	3	2	5
37	COc1ccc(C(=O)COC(=O)CNC(=O)c2cccc(OC(F)F)c2)cc1	-5	0	2	5	-12	0	-4	-12	-2
38	COc1ccccc1NS(=O)(=O)c1cc(NC(=O)c2cc3ccccc3oc2=O)ccc1C	27	17	0	-20	-4	-5	2	-5	-3
39	O=C(O/N=C1/CCSc2ccccc21)c1ccc(F)cc1	2	19	-4	47*	0	-5	-4	7	10
40	CC1CCN(c2nncc3ccccc23)CC1	14	9	5	1	3	1	-1	-4	1
41	O=C(O)c1ccc(/C=C/c2nc3ccccc3c(=O)[nH]2)cc1	7	-3	-2	8	2	1	4	2	7
42	Cc1csc(NC(=O)CS(=O)(=O)c2ccccc2)n1	-6	7	5	-1	-3	0	4	0	6
43	O=C(NCc1cccnc1)C1CC2c3ccccc3C1c1ccccc12 (stereo not drawn)	-7	-8	-2	3	0	-2	4	-2	8
44	CCCC(c1nnnn1CCOC)N(Cc1cc2cc(C)c(C)cc2[nH]c1=O)CC1CCCO1 (stereo not drawn)	2	0	3	-5	18	-2	-6	-2	6
45	Cc1ccccc1-c1nc(CS(=O)(=O)CC(=O)NCc2ccco2)c(C)o1	3	-29	11	-3	-27	-1	1	4	6
46	CCOC(=O)C1=C(c2ccccc2)NC(SC)=C(C#N)C1c1cccnc1 (stereo not drawn)	8	-4	3	3	0	-2	-1	-1	-7
47	O=C(Nc1ccc(S(=O)(=O)N2CCOCC2)cc1)c1cc(S(=O)(=O)N2CCOCC2)ccc1Cl	-1	1	1	-9	2	8	0	40*	11
48	Clc1ccc(SCc2cc(-c3ccccc3)no2)cc1	1	-13	8	1	-6	0	4	5	4
49	O=C1c2ccccc2C(=O)N1CCSc1n[nH]c(=S)s1	1	-6	7	3	3	-3	3	1	6
50	COCCOC(=O)c1cc(C(=O)c2cc(F)ccc2O)coc1=N	3	2	3	0	-1	-6	1	-3	-2
51	COc1ccc(Cn2nnnc2C(c2cc(OC)ccc2OC)N2CCC(C(N)=O)CC2)cc1 (stereo not drawn)	-1	0	-8	7	25	-2	5	-4	0
52	O=C(CN(CC1CCCO1)C(=O)CNS(=O)(=O)c1ccc(F)cc1)NCc1ccc(F)cc1 (stereo not drawn)	1	6	2	7	8	0	1	-1	6
53	COc1ccccc1CNC(=O)C1CC(c2ccc([N+](=O)[O-])cc2)=NO1 (stereo not drawn)	-13	2	-3	0	-33	3	-5	-5	5
54	CC(C)C(C)NC(=O)COc1ccc(-c2ccccc2)cc1 (stereo not drawn)	6	19	-11	-4	15	-5	0	-2	1
55	COc1ccc(CN2CCNC(=O)C2CC(=O)NCc2cnn(C)c2)cc1OC (stereo not drawn)	-5	-24	1	-6	10	3	-3	6	-1
56	COc1ccc(C(=O)NC(=S)NCc2ccccc2)cc1OC	-16	-3	2	-2	-7	-4	-7	0	9
57	CCN1C(=O)[C@H]2[C@@H](c3ccc(Cl)cc3)N3C(=O)CN(CC4CC4)C(=O)[C@@]3(C)[C@H]2C1=O	10	11	4	-1	1	0	3	-2	0
58	COc1ccccc1N1CCN(S(=O)(=O)CCNC(=O)C2CC(=O)N(c3ccccc3)C2)CC1 (stereo not drawn)	-2	-6	7	0	9	3	-1	-2	3
59	CN(C)S(=O)(=O)c1ccc(C(=O)NNC(=O)C23CC4CC(CC(C4)C2)C3)cc1	.	.	.	1	9	.	-4	.	6
60	O=C(O)c1ccc(N2C(=O)/C(=C\c3ccccc3)N=C2c2ccccc2)cc1	7	-5	-3	-4	0	0	2	3	3
61	COCCn1c(SCC(=O)Nc2cc(C)on2)nc2ccccc21	-4	-15	3	-3	15	1	-1	-6	5
62	COc1cc(C)ccc1OCCOCCN(C)Cc1ccccc1	0	8	2	-5	-7	1	0	8	1
63	Cc1ccc(NC(=O)N2C(=O)C3(OCCO3)c3ccccc32)cc1	-4	-1	4	1	-4	0	-2	-4	6
64	Cc1c(OCC(=O)N2CCC(C(N)=O)CC2)ccc2c3c(c(=O)oc12)CCCC3	-3	-6	-2	8	3	1	-1	6	9
65	COC(=O)C1=C(C)NC2=C(C(=O)CC(C)(C)C2)C1c1ccsc1 (stereo not drawn)	-2	-10	7	-2	13	-1	0	2	-7
66	CN1CCN(CCNC(=O)Nc2ccc(Cl)cc2)CC1	5	-7	1	-5	1	-2	2	-1	4
67	C/C(N)=C(/C#N)C(=O)CSc1nc2ccccc2c(=O)n1Cc1ccc(C)cc1	1	-13	-12	-11	-12	-8	-6	-15	-12
68	N#Cc1ccc(CSc2nc(N)cc(N)n2)cc1	1	-2	0	-1	7	3	-3	4	3
69	Cc1ccc(NC(=O)CCC(=O)N/N=C/c2coc3ccc(F)cc3c2=O)cc1	10	15	-6	4	-8	2	2	-7	8
70	COc1ccccc1C(=O)NC(=O)CSc1nnc(N)s1	.	-7	.	8	3	-4	4	-2	3
71	COC(=O)c1ccc(C)cc1	.	.	.	4	19	.	-1	.	6
72	CC(=O)c1cccc(S(=O)(=O)N2CCCC(c3nc(-c4ccc(C)o4)no3)C2)c1 (stereo not drawn)	-6	-5	-2	12	5	-1	2	-2	3
73	CCOC(=O)CCCn1nc(C)n2c(cc3sccc32)c1=O	-1	-5	-7	0	9	2	-1	4	8
74	CC(=O)NC(CC(=O)Nc1ccc(S(=O)(=O)N2CCOCC2)cc1)c1ccccc1 (stereo not drawn)	.	.	.	6	4	.	2	.	12

In the list so far, 2 contain a nitro group on carbon.
nr	structure	EBNA-1 inh	ZTA DNA inh	GSTO1 counter	PAFAH2 inh	PREPL inh	LYPLA1 counter	PAD4 inh	LYPLA2 counter	PAFAH1B3 inh
20	CC(Oc1ccccc1)C(=O)NNS(=O)(=O)c1ccc([N+](=O)[O-])cc1 (stereo not drawn)	0	-1	4	-1	4	-2	-10	-5	7
53	COc1ccccc1CNC(=O)C1CC(c2ccc([N+](=O)[O-])cc2)=NO1 (stereo not drawn)	-13	2	-3	0	-33	3	-5	-5	5
